# High-throughput results (PubChem BioAssay)
# ELG1 genotox – inducers of genotoxicity in HEK293T ELG1-luciferase cells; HEK293T ELG1-luciferase reporter, luminescence, 16 h; Potency, µM (top dose mostly 46 µM), inactives show top-dose activity change, positive = activation, most hits filed as activators; hit rate 1.3% among 330,000; AID 504466; note: potency is the fitted concentration of half-maximal effect; % of control where 0% means no effect; nearly all actives have a fitted effect of over 60% in size
#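 ELG1-luciferase HEK293T cells, 2,000/well; compound pinned in; 16 hr, 37 °C, 5% CO2; ONE-Glo, 30 min RT; luminescence on CCD imager.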
# USP2a inh – blocks human ubiquitin-specific protease USP2a; USP2 core, Ub-CHOP2 coupled fluorogenic reporter, 485/531; hit rate 0.01% among 330,000; Potency, µM (series often up to 38.3 µM), inactives show at the highest dose activity change, negative = inhibition, most hits filed as inhibitors; O75604;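 note: potency is the fitted concentration of half-maximal effect; plate controls were DMSO wells for no effect and full inhibition by NEM control for full effect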
#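 Cell-free coupled assay: 10nM USP2 core preincubated 30min RT with compound in Tris-HCl pH 8.0/CaCl2/CHAPS buffer, then 25nM Ub-CHOP2 and 25nM reporter substrate; fluorescence (Ex 485/Em 531) read after 60min RT, normalized to NEM inhibition, concentration-response curves fitted.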
# Eya2 phos inh – inhibitors of human Eya2 phosphatase activity | recombinant Eya2, OMFP fluorescence dephosphorylation (OMFP is methylfluorescein phosphate) | hit rate 0.006% among 330,000 | AID 488837 | Potency, µM (highest dose often 76.9 µM), for inactives: top-dose activity, negative = inhibition, usual class: inhibitors; note: potency is the fitted concentration of half-maximal effect; % is set by controls: 0 for no effect and ±100 for the full control effect
#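 Eya2 protein (added as 0.2 uM solution) was preincubated with compound for 10 min at ambient temperature in 50 mM HEPES pH 7.5, 50 mM NaCl, 5 uM MgCl2, 0.05% BSA, 1 mM DTT. OMFP (added at 50 uM) then reacted 10 min; fluorescence read at 485/525 nm.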
# p53 reactivator – re-activators of mutant p53; H1299 p53-A138V BP100-luciferase reporter, luminescence, 24 h; hit rate 0.063% among 320,000; Potency, µM (highest dose often 92.2 µM), inactives show at the highest dose activity change, positive = activation, hits mostly activators; AID 504706; note: potency is the fitted concentration of half-maximal effect; % of control where 0% means no effect; nearly all actives have a fitted effect of over 45% in size
#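 p53-null H1299 cells stably carrying temperature-sensitive p53-A138V and a BP100-luciferase reporter were pinned with compounds (4-point, 1:5 series) and held 24 hrs at 37 deg C. Luminescence was read 10 min after detection reagent.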
# TRPV1 agonist – agonists of human vanilloid receptor 1 (TRPV1); TRPV1-expressing cells, Fluo-8 calcium influx, agonist mode; activation, % at 8.33 µM; hit rate 0.19% among 320,000; AID 540275; in the data active = activation above about 80%; inconclusive = between about 30% and that limit; note: 0% is about no effect
#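 TRPV1-expressing cells were cultured overnight at 35.5C and loaded with Fluo-8 calcium dye for 40 to 90 min at room temperature. After a 10 s baseline, compound was added and calcium influx was read kinetically for 3 min (ex 480/em 520 nm).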
# BRCA1 expr up – increases BRCA1 expression. hit rate 1.1% among 380,000. MCF7-BRCA1-FFLuc reporter, luminescence, 48 h; response scale: scaled: vehicle 0%, 10 µM genistein 100%. Potency, µM (highest dose often 46.1 µM), inactives show at the top dose activation, actives largely listed as activators. AID 624202; note: potency is the fitted concentration of half-maximal effect; nearly all actives have a fitted effect of over 80% in size; some results filed as inactive show a strong effect at the top dose
#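 Using MCF7 cells harboring a BRCA1 firefly luciferase reporter, plated 2 h before compound pinning, the screen measured luminescence after 48 h incubation. Responses were normalized to DMSO and 10 microM genistein, then fitted for concentration-effect.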
# uPA surface inh – blocks generation of uPA at the cell surface | hit rate 0.31% among 330,000 | AID 540303 | cell surface uPA generation assay, qHTS | Potency, µM (titrated, usually from 38.3 µM), without a hit: top-dose activity change, negative = inhibition, most hits filed as inhibitors; active = well fitted inhibition curve with a large enough effect; inconclusive = small, poorly fitted or top-dose-only effect; inactive = no such curve, though single readings can be large or run the other way; tested in mouse RAW 264.7 cells; note: potency is the fitted concentration of half-maximal effect; % is set by controls: 0 for no effect and ±100 for the full control effect; nearly all actives have a fitted effect of over 55% in size
# S-ASM inh – blocks human secretory acid sphingomyelinase. P17405. placental ASM, HMU-PC fluorogenic substrate, 60 min. Potency, µM (series often up to 57.5 µM), inactives show at the highest dose activity change, negative = inhibition, usual class: inhibitors. hit rate 0.006% among 340,000. AID 504937; note: potency is the fitted concentration of half-maximal effect
# Target sequence (P17405 47-631 limits assumed): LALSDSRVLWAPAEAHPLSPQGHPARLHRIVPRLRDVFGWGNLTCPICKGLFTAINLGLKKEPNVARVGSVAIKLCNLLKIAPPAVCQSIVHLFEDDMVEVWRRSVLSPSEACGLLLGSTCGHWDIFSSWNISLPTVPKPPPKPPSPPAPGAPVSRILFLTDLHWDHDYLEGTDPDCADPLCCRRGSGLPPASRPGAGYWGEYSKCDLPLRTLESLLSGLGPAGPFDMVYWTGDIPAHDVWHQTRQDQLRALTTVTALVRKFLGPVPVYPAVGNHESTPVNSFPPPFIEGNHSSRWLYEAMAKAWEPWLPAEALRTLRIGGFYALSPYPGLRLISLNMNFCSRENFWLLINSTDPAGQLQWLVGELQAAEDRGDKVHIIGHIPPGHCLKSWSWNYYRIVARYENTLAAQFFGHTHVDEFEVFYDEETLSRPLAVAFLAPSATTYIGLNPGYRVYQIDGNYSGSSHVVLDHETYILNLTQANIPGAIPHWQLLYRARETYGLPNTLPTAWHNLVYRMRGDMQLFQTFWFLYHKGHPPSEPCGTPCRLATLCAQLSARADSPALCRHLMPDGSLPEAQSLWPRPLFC
#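 HMU-PC0 cleavage (9 uM final) by human placental ASM, 60 min at 37 °C following 10 min compound exposure at RT; stopped at pH 10, fluorescence Ex 386/Em 447 nm.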
# B2AR arrestin – beta2AR (human) beta-arrestin recruitment activity; P07550; Potency, µM (series often up to 46.1 µM), for the others: at the top dose activation, most hits filed as activators; beta-arrestin recruitment to beta2AR, cell-based reporter; hit rate 0.02% among 330,000;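 note: potency is the fitted concentration of half-maximal effect; 0% = DMSO controls and full agonism = EC100 isoproterenol or metaproterenol; nearly all actives have a fitted effect of over 65% in size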
# Target sequence (P07550 whole entry, looked up): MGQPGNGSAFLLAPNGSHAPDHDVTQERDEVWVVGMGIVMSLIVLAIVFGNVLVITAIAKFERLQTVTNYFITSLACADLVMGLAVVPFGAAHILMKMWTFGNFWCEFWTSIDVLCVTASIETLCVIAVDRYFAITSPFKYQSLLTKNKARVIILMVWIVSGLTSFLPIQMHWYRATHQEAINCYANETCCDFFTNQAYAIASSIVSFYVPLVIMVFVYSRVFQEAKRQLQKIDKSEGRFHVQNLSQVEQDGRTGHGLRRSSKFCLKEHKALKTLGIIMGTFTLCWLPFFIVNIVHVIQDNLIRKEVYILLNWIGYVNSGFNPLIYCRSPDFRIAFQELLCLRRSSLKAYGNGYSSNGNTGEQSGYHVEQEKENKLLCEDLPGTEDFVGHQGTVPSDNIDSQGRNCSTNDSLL
# a7 integrin act – activates integrin-mediated alleviation for muscular dystrophy | hit rate 0.064% among 350,000 | alpha7betagal myoblasts, beta-gal FDG fluorescence, 48 h | Potency, µM (highest dose often 38.3 µM), for the others: top-dose activation, actives largely listed as activators | AID 624291;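 note: potency is the fitted concentration of half-maximal effect; 100% = response of the positive control SU9516; nearly all actives have a fitted effect of over 60% in size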
#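 alpha7betagal+/- myoblasts (passage 13, 250/well) treated 48 h at 37C with compounds at 1:260 dilution of DMSO stock. Lysed, then beta-galactosidase activity read as FDG fluorescence (ex 480/em 540) after 30 min, with pre-read for autofluorescence.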
# TSG101-PTAP inh – blocks PTAP/TSG101 interaction to inhibit HIV-1 budding; Q99816; Fluorescence polarization, FITC-PTAP peptide / Tsg101 binding; Potency, µM (series often up to 115 µM), for the others: at the top dose activity change, negative = inhibition, usual class: inhibitors; 340,000 tested, under 10 active; active = well fitted inhibition curve with a large enough effect in the main read-out, with a control signal flat, not every such curve was filed as active; inconclusive = small, poorly fitted or top-dose-only effect, or effect the other way, or a change in a side signal; inactive = no such curve, though single readings can be large or run the other way; note: potency is the fitted concentration of half-maximal effect; % of control where 0% means no effect
#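 FP read-out: FITC-PTAP peptide, 50 nM final, binding Tsg101 binding domain, 10 uM final; 20 min, r.t.; 10 mM HEPES pH 7.5, 0.15 M NaCl, 0.01% Tween 20, 3 mM EDTA, 0.1 mM TCEP.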
# * marks the source's active call; other numbers are inactive results; u = inconclusive; x = no result given; & = joins results of further samples; [ ] = another dose, or the depositor's remark. Unless noted, calls come from the whole dose curve; as a rule, active = well fitted curve in the direction sought with a large enough effect; inconclusive = small, poorly fitted or top-dose-only effect, or another doubt; inactive = no such curve, though single readings can be large; an effect the other way counts as inactive or inconclusive.
SMILES,ELG1 genotox,USP2a inh,Eya2 phos inh,p53 reactivator,TRPV1 agonist,BRCA1 expr up,uPA surface inh,S-ASM inh,B2AR arrestin,a7 integrin act,TSG101-PTAP inh
CCOCCOc1nc2c(c(=O)n(C)c(=O)n2C)n1CCc1ccccc1,1%,1%,-5%,-5%,2,-4%,-4%,1%,-0.2%,-33%,-2%
O=C(Nc1ccc(N2CCOCC2)cc1)C1CC(=O)N(c2ccc(Cl)cc2)C1 (stereo not drawn),5%,3%,5%,-2%,4,-5%,3%,1%,0.1%,3%,-1%
COC(=O)c1c(C(=O)OC)c(-c2ccc(C)cc2)n2c1CS(=O)C2 (stereo not drawn),-2%,-1%,31%,-2%,2,-1%,-3%,1%,0.1%,-9%,-2%
CC(C(=O)NCc1cccs1)N1CCN(S(=O)(=O)c2ccc3c(c2)OCCCO3)CC1 (stereo not drawn),1%,1%,27%,-5%,-2,-9%,u,3%,0.3%,-9%,-3%
CCC(C)N(CC(=O)Nc1cccc(C)c1C)C(=O)CCl (stereo not drawn),-22%,0%,12%,-10%,1,-90%[inhibitor],-18%,-1%,0.3%,-62%[inhibitor],-3%
Cc1ccc2c(c1)C(=C(C#N)C#N)CCN2,x,x,x,x,x,26%,1%,-2%,x,13%,0%
Cc1cc(C(=O)COC(=O)c2ccc3c(c2)OCO3)c(C)n1CC1CCCO1 (stereo not drawn),u,0%,-1%,-2%,u,14%,3%,-4%,-1.1%,-9%,-4%
COC(=O)C1=C(C)N(Cc2ccccc2)C(=NCC2CC2)N[C@H]1c1ccccc1,-5%,3%&1%&1%,-13%&14%&-10%,0%,-1&5,0%,u,29%,-0.2%&-0.3%&-0.8%,-41%,-6%
COc1ccc(CNC(=O)CCc2nnc3ccc(N4CCC5(CC4)OCCO5)nn23)cc1,4%,3%,4%,1%,1,44%,2%,7%,0.3%,26%,-1%
Cc1ccccc1OCC(=O)Nc1nnc(C2CC2)s1,2%,16%,8%,u,4,-3%,8%,-1%,-0.2%,u,-2%
COc1ccc(C(=O)Nc2ccccc2C(N)=O)cc1,u,0%,-20%,u,u,6.3µM*,x,2%,0.4%,4%[7.66 µM],-1%
C=CCN1C(=O)c2ccc(C(=O)OCC(=O)N(CC)C3CCS(=O)(=O)C3)cc2C1=O (stereo not drawn),5%,2%,-1%,u,-5,8%,-6%,-1%,0.1%,2%,-2%
O=C(COc1ccc(Br)cc1)Nc1ccc(C(=O)Nc2ccccc2C(=O)O)cc1,3%,0%,15%,-8%,12,42%,3%,1%,-0.3%,-9%,-2%
c1ccc(Cn2nnnc2CN2CCN(c3ncccn3)CC2)cc1,-6%,1%,1%,-7%,-2,-2%,-2%,-2%,-0.2%,-5%,-1%
CCOC(=O)C1CCCN(C(=O)c2cc(-c3ccc(F)cc3)nc3ccccc23)C1 (stereo not drawn),-9%,-2%,-3%,11%,0,14%,-11%,0%,-0.2%,25%,-7%
Cc1cccc(Oc2ncnc(N)c2[N+](=O)[O-])c1C,-5%,4%,5%,3%,-4,3%,3%,1%,0.3%,-22%,0%
CC(=O)c1cccc(OCC(O)CNCCOc2ccc(C)cc2)c1 (stereo not drawn),-9%,0%,-5%,3%,0,-2%,-6%,-1%,-0.1%,3%,-6%
COc1ccc(NC(=O)CCS(=O)(=O)c2ccc3c(c2)NC(=O)C(C)S3)cc1OC (stereo not drawn),-1%,-1%,-6%,-1%,-1,4%,7%,1%,-1.0%,3%,2%
CC(=O)c1c(C)[nH]c(C(=O)N2c3ccccc3CC2C)c1C (stereo not drawn),14%,0%,-5%,-6%,x,-14%,-5%,3%,0.5%,7%,1%
CCc1ccc(C(=O)CSc2ncn[nH]2)cc1,u,1%,-7%,u,18,64%,-8%,5%,-0.4%,-9%[7.66 µM],-3%
N#C[C@H]1C2OC2c2ccccc2N1C(=O)c1ccccc1 (stereo partly drawn),x,x,x,x,x,-18%,-13%,1%,x,-5%,1%
CCOC(=O)C1CCCN(Cc2nc(C3CC3)no2)C1 (stereo not drawn),-4%,-7%,-1%,-1%,-2,0%,2%,11%,0.2%,-3%,-7%
NCCCC[C@H]1CNC(=O)C(=O)N1CCc1cc(C(F)(F)F)cc(C(F)(F)F)c1,2%,-9%,4%,-2%,3,10%,6%,1%,-0.6%,10%,40%[activator]
Cc1ccc(CN(CC(O)COc2cccc3[nH]cc(C)c23)C(C)(C)C)cc1 (stereo not drawn),-13%,-11%,-7%,0%,-3,-87%,6%,-3%,-0.3%,-39%[inhibitor],-4%
O=C(CSc1cccc[n+]1[O-])Nc1ccc2c(c1)OCCO2,8%,3%,-6%,4%,0,53%,0%,-1%,-0.2%,11%,-2%
COc1ccccc1N1CCN(C(=S)Nc2ccccc2)CC1,3%,3%,-15%,8%,-3,19%&12%,1%,-2%,0.4%,-3%,-1%
Cc1cccc(NC(=O)c2cc3ccccc3oc2=O)c1,2.1µM*,0%,-1%,x,0,u,6%,1%,-0.4%,u,1%
CCCCN1CC(O)=C(c2nc(-c3ccc(Cl)cc3)cs2)C1=N,10%,6%,18%,-3%,6,-1%,2%,-1%,0.3%,-9%,-7%
Cc1cccc(/C=N/n2c(C)nnc2C)c1,3%,2%,-20%,20%,-1,26%,-12%,5%,0.4%,6%,0%
Cc1ccccc1-n1ncc2c1CC(C)(C)CC2NC(=O)C1=CC(=O)CC(C)(C)O1 (stereo not drawn),-5%,-2%,-9%,-16%,19,-9%,-14%,1%,-1.0%,-16%,x
Cn1c(CN2CCCC2)nc2cc(NC(=O)C3CCCCC3)ccc21,0%,0%,1%,12%,1,1%,x,0%,-0.4%,22%,-3%
COc1ccc(CS(=O)(=O)c2ncn[nH]2)cc1,-3%,8%,2%,3%,-5,18%,6%,6%,-1.1%,5%,-5%
CCCN(CCC)c1nc(Cl)nc(NCCN2CCOCC2)n1,-11%,1%,8%,-8%,7,-10%,10%,0%,0.0%,-9%,-1%
COc1ccccc1C(=O)NC(=O)Cn1nc(C)c([N+](=O)[O-])c1C,1%,3%,-20%,6%,0,-6%,-1%,0%,-0.3%,20%,-1%
CC(C)(C)c1ccc(/C=C(\C#N)C(=O)Nc2ccccn2)cc1,-5%,1%,2%,-1%,0,3%,-6%,11%,-0.1%,-10%,3%
Cc1cccc(C(C)C)c1NC(=O)COC(=O)C1CC(=O)N(Cc2ccccc2)C1 (stereo not drawn),0%,2%,11%,6%,1,-6%,9%,2%,0.1%,14%,-1%
CCSc1nnc(NC(=O)CSc2nnc(Cc3cccn3C)n2-c2ccc(C)cc2)s1,-9%,-2%,-16%,-3%,-2,2%,9%,-3%,0.0%,-25%,-5%
N/C(COc1ccc(Cl)cc1Cl)=N\O,3%,0%,21%,1%,x,28%,12%,-2%,-0.4%,0%,-6%
CC1CCCCC1NC(=O)NC(=O)COC(=O)c1cncc(Br)c1 (stereo not drawn),0%,-7%,1%,0%,-1,-6%,15%,-1%,-0.1%,6%,-1%
CCN(CC)c1ccc(/C=N/NC(=O)CNC(=O)c2cccnc2)cc1,3%,3%,-13%,3%,2,34%,2%,142%[activator],-0.1%,u,3%
CCN1CCN(c2ncc(C(=O)N3CCCc4ccccc43)c3ccccc23)CC1,12%,2%,-27%,-24%,4,-34%,-3%,1%,-0.8%,-41%,0%
CC(C)(C)NC(=O)C(c1cccs1)N(CC1CCCO1)C(=O)c1ccc(-c2ccccc2)[nH]1 (stereo not drawn),0%,4%,-6%,13%,u,-34%,5%,-9%,-0.4%,u,-1%
CCCN=C1N(C)C[C@@H]2[C@@H]3C(=O)N(Cc4ccccc4)C(=O)[C@@H]3[C@](C)(C(=O)OC)N12,0%,-2%,1%,11%,x,9%,15%,6%,-0.8%,7%,-4%
CN(C[C@H](Cc1ccccc1)N(C[C@H](Cc1ccccc1)N(CCc1cc(C(F)(F)F)cc(C(F)(F)F)c1)N=O)N=O)N=O,-4%,-1%,-2%,0%,1,-2%,10%,0%,-0.4%,-22%,-4%
C/C=C\C(=O)Nc1cccc(C2=NOC3(C2)C[C@@H](C(N)=O)N(C(=O)COc2ccc(Cl)cc2)C3)c1 (stereo partly drawn),2%,0%,12%,-4%,-3,2%,12%,-2%,-0.2%,26%,-4%

# The order is random. About 2.6% of those tested had a hit in this group.
